# Compound activity as filed in PubChem.
# ER stress surv = ER stress cell death inhibition; CSM14.1 thapsigargin ER stress survival, ATP luminescence; relative survival (cellular ATP), % at 15 µg/mL (by protocol); actives 0.33% (n = 48,000); AID 1010;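 active = survival measured by cellular ATP above 50% at 15 µg/ml in the first screen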;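 also: cell death triggered by about 15 µM thapsigargin; ATP read 24 h after thapsigargin was added; plate controls were thapsigargin with DMSO for no effect and DMSO without thapsigargin for full effect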
# * hit, by the source's call. A portion of the library (hit frequency here may not be typical).
no.	compound	ER stress surv
1	COC(=O)C1=C(C)N=c2s/c(=C\c3ccc(OC)c(OC)c3)c(=O)n2C1/C=C/c1ccccc1 (stereo unspecified)	14
2	O=C(CSc1ccc(C(F)(F)F)cc1[N+](=O)[O-])Nc1ccccc1	-4
3	CCc1ccc(NC(=O)C2CC(=O)N(c3ccc(Br)cc3)C2)cc1 (stereo unspecified)	4
4	O=[N+]([O-])c1cc(-c2nnc(-c3ccc(Br)o3)o2)ccc1Cl	7
5	COc1ccc(C(=O)N2CCN(C3CCCC(C)C3)CC2)cc1OC (stereo unspecified)	-3
6	COC(=O)/C=C1/N/C(=N/c2nc3ccccc3o2)NC1=O	-2
7	O=C(Cc1ccc([N+](=O)[O-])cc1)N/N=C/c1ccc(OC/C=C/Cl)cc1	9
8	CC(C)CC(C1=C(O)CCCC1=O)C1=C(O)CCCC1=O	5
9	Cc1ccc2c(Cl)c(C(=O)Nc3cccc(F)c3)sc2c1	-1
10	NNC(=O)c1cc2ccccc2cc1NS(=O)(=O)c1ccccc1	14
11	COc1ccc(-c2nnnn2C)cc1S(=O)(=O)Nc1ccc(I)cc1	2
12	O=C1NN(c2ccccc2)C(=O)/C1=C/c1ccc([N+](=O)[O-])o1	14
13	O=[N+]([O-])c1cc(Br)ccc1C1CC1	5
14	Cc1ccc(Cn2c(/N=C/c3ccccc3O)nc3ccccc32)cc1	-3
15	Cc1ccc(C=Nc2ccc3c(c2)Cc2cc([N+](=O)[O-])ccc2-3)cc1	0
16	O=C1C2C3C=CC(O3)C2C(=O)N1c1ccc([N+](=O)[O-])cc1 (stereo unspecified)	2
17	CCCCOc1ccc(C(C)=O)cc1CSc1nc(O)cc(=O)[nH]1	-3
18	C/C(=C(\C#N)C(=O)NCc1ccccc1)N(C)C	12
19	Nc1nc(/N=C/c2ccc(F)cc2)n[nH]1	-3
20	Cc1ccc(NC(=O)COc2ccc(Cl)cc2Cl)cc1N(C)C	-1
21	CC(=O)c1cccc(NC(=O)C2COc3ccccc3O2)c1 (stereo unspecified)	-3
22	Cc1cccc(C)c1-n1c(C)n[nH]c1=O	-2
23	COC(=O)C1=C(C)NC2=C(C(=O)CC(C)(C)C2)C1c1cccc(Cl)c1 (stereo unspecified)	6
24	O=C(NCCOCc1ccccc1)c1ccccc1Cl	7
25	O=C(N/N=C/c1cccc2ccccc12)c1cc(-c2cccc3ccccc23)n[nH]1	-2
26	CCCC(=O)Nc1ccc(NC(=O)COc2ccc3ccccc3c2)cc1	5
27	Cc1cc2c(cc1C)NC(c1c(F)cccc1F)C1=C(CC(C)(C)CC1=O)N2 (stereo unspecified)	-2
28	Cc1nc(SCC(=O)OCN2C(=O)c3ccccc3C2=O)n[nH]1	1
29	O=C1OC(Nc2ncccn2)(c2ccccc2)c2ccccc21 (stereo unspecified)	8
30	C=CCN1C(=O)C(C)(C)Nc2ccccc21	10
31	CC(=O)Nc1ccc(S(=O)(=O)N2c3ccccc3C(C)=CC2(C)C)cc1	-11
32	CCOc1ccc(NC(=O)CN(c2ccc(F)cc2)S(=O)(=O)c2ccccc2)cc1	6
33	COC(=O)c1ccccc1NC(=O)Nc1ccc(Cl)cc1Cl	5
34	COc1cc(/C=C2\SC(=Nc3cccc(Cl)c3C)NC2=O)cc(OC)c1OC	-2
35	CSc1ccc(S(=O)(=O)N(CC(=O)Nc2ccc(Cl)cc2)c2ccc(C)cc2)cc1	1
36	O=C(Nc1cccc(F)c1)c1ccc(Cl)cc1Cl	7
37	OCCCNCC(O)Cn1c2ccccc2c2ccccc21 (stereo unspecified)	-7
38	CC(=O)NC1=NC(=O)/C(=C/c2cc(C)n(-c3ccc(NC(C)=O)cc3)c2C)S1	1
39	CN1CCN(c2ccc([N+](=O)[O-])c(NCc3ccc(Cl)cc3)c2)CC1	-2
40	Cn1c(O)c(N=NC(=O)c2ccccc2NC(=O)c2ccccc2)c2ccccc21	9
41	COc1cccc(CN2CCN(Cc3cccc([N+](=O)[O-])c3)CC2)c1	11
42	CC1(C)CC(=O)C2=C(C1)OC(N)=C(C#N)C2C1CC=CCC1 (stereo unspecified)	12
43	Cc1ccc(-n2ncnc2-c2ccccc2C)cc1Cl	-1
44	COc1ccccc1CC(=O)Nc1cc(C)ccn1	7
45	CC(C(=O)Nc1ccc(NC(=O)c2ccco2)cc1)(c1ccccc1)c1ccccc1	6
46	Cc1cccc(N2C(=O)c3ccc(C(=O)O)cc3C2=O)c1	6
47	COc1ccc(OC)c(CN2CCN(C(=O)c3cccc(Cl)c3)CC2)c1	-5
48	CCC(=O)Nc1sc2c(c1C(=O)Nc1cccc3ccccc13)CCC(C)C2 (stereo unspecified)	7
49	O=C(COc1ccc(Cl)cc1)Nc1cccc(-c2nc3ccccc3s2)c1	6
50	CC(=NC1CC1)c1c(C(F)(F)F)[nH]n(-c2nc3ccccc3s2)c1=O	3

# 2 records drawn at random from the list so far:
no.	compound	ER stress surv
45	CC(C(=O)Nc1ccc(NC(=O)c2ccco2)cc1)(c1ccccc1)c1ccccc1	6
35	CSc1ccc(S(=O)(=O)N(CC(=O)Nc2ccc(Cl)cc2)c2ccc(C)cc2)cc1	1

# Entries by screen from the entries so far.
# ER stress surv, compounds 38–47, in order: 1, -2, 9, 11, 12, -1, 7, 6, 6, -5

# Next part
no.	compound	ER stress surv
51	Cc1ccccc1-c1nc(-c2ccc(F)cc2)no1	16
52	COc1ccc(CCNC(=O)c2cc3nc(-c4cccs4)cc(C(F)(F)F)n3n2)cc1OC	0
53	COc1ccc([N+](=O)[O-])cc1/C=C1/SC(=S)N(CC(=O)O)C1=O	-7
54	CCCC(=O)Nc1ccc(NC(=O)c2ccc(Cl)cc2Cl)cc1	2
55	COc1ccc(N2C(=O)NC(=O)/C(=C/c3ccccc3O)C2=O)cc1	8
56	Cc1cc(Cl)ccc1OCC(=O)Nc1cccc2nsnc12	10
57	O=C(NCc1ccccn1)c1cc(-c2ccccc2Cl)nc2ccccc12	0
58	CCOc1cc(/C=N/NC(=O)c2ccccn2)cc([N+](=O)[O-])c1O	6
59	O=C1S/C(=C/c2ccc(-c3ccc(Cl)cc3Cl)o2)C(=O)N1c1ccccc1	7
60	CCOc1ccccc1NC(=O)COc1ccc(-c2ccc(C)cc2)cc1	6
61	Cc1ccc(S(=O)(=O)N(CC(=O)N2CCN(c3ccccc3)CC2)c2ccccc2C)cc1	0
62	COCCNC(=O)C(=O)Nc1ccc(OC)c(Cl)c1	10
63	CCOc1ccc(NC(NC(=O)CN2C(=O)c3ccccc3S2(=O)=O)C(Cl)(Cl)Cl)cc1 (stereo unspecified)	1
64	Cc1nn(-c2ccccc2)c(C)c1/C=N/NC(=O)c1cc(-c2ccccc2)n[nH]1	2
65	O=C(Nc1ccccc1Cl)N1CCN(c2ccccn2)CC1	1
66	CC(c1ccccc1C(O)(c1ccccc1)C(F)(F)F)N(C)C (stereo unspecified)	0
67	CC1=CC(C)(C)N(C(=O)CSc2nc3ccccc3s2)c2cc(C)ccc21	8
68	CCOC(=O)Cn1nnc2ccccc21	4
69	Cc1oc2ccc(OCc3ccccc3F)cc2c1C(=O)O	-2
70	Clc1ccc(CN2CCN(Cc3ccncc3)CC2)cc1	-2
71	C=C(C)CNC(=S)Nc1sc(CC)cc1C(=O)OCC	5
72	CC(C)CNC(=O)/C(=C/c1ccc(F)cc1)NC(=O)c1ccccc1	-1
73	O=C(c1cccc(Cl)c1)N1CCN(Cc2ccccn2)CC1	1
74	COC(=O)C1=C(C)NC(=O)NC1c1cccc(Cl)c1 (stereo unspecified)	2
75	CCc1ccc(NC(=O)C(=O)NCCCO)cc1	-4

# Nos. 51 through 54 from above:
no.	compound	ER stress surv
51	Cc1ccccc1-c1nc(-c2ccc(F)cc2)no1	16
52	COc1ccc(CCNC(=O)c2cc3nc(-c4cccs4)cc(C(F)(F)F)n3n2)cc1OC	0
53	COc1ccc([N+](=O)[O-])cc1/C=C1/SC(=S)N(CC(=O)O)C1=O	-7
54	CCCC(=O)Nc1ccc(NC(=O)c2ccc(Cl)cc2Cl)cc1	2

# Next records.
no.	compound	ER stress surv
76	Cc1ccc(C(=O)O/N=C(/N)c2nonc2N)cc1	5
77	COc1ccc(C2=C/C(=C\c3ccc(OC(C)=O)cc3)C(=O)O2)cc1	-1
78	CC(C)OC1=C(Cl)C(=O)c2ccccc2C1=O	-1
79	O=C1C(Cc2ccccc2)S/C(=N/N=C/c2ccco2)N1c1ccccc1 (stereo unspecified)	-6
80	OC(COc1ccccc1Cl)Cn1c2ccccc2c2ccccc21 (stereo unspecified)	2
81	CN(C)c1cccc(C(=O)N2CCN(c3cccc(Cl)c3)CC2)c1	-3
82	O=[N+]([O-])c1cccc(S(=O)(=O)NCc2ccco2)c1	2
83	CCC(Oc1ccccc1)C(=O)Nc1ncccn1 (stereo unspecified)	1
84	O=C1C2CCCCC2C(=O)N1c1nc2ccccc2s1 (stereo unspecified)	12
85	O=C(N/N=C/c1cccs1)c1cc(C23CC4CC(CC(C4)C2)C3)[nH]n1	5
86	CCOc1ccc(C(=O)Nc2ccc3oc(-c4ccc(OC)c(Cl)c4)nc3c2)cc1	4
87	O=C(/C=C/c1ccccc1)C1=C(O)C(=O)N(c2cccc(C(F)(F)F)c2)C1c1ccccc1[N+](=O)[O-] (stereo unspecified)	0
88	O=C(CSc1nnnn1-c1ccccc1)Nc1ccc(Br)cc1	8
89	O=C(Nc1cccc(F)c1)C1CC(=O)N(c2ccc(F)cc2)C1 (stereo unspecified)	-3
90	O=C(CC(c1ccccc1)c1ccccc1)NCC1(c2ccccc2)CCOCC1	15
91	O=C(Nc1cccc(C(F)(F)F)c1)c1ccc(-c2cccc(Cl)c2)o1	0
92	CC(NC(=O)C12CC3CC(CC(C3)C1)C2)c1ccccc1 (stereo unspecified)	1
93	Cc1nc2sc3c(c2c2nncn12)CCCC3	-4
94	Nc1nnc(CC(=O)N/N=C/c2cc3c(cc2Br)OCO3)s1	7
95	Cc1cc(NC(=O)c2ccncc2)no1	8
96	Cc1ccc(NC(=O)c2oc3ccc(Cl)cc3c2C)c([N+](=O)[O-])c1	3
97	Cc1ccc(OCC(=O)Nc2ccc(Cl)c(Cl)c2)c(Br)c1	17
98	Cc1ccc(C(C)C)c(OCC(=O)Nc2ccc(C)cc2[N+](=O)[O-])c1	1
99	COc1cccc(NC(=O)CC(C)=O)c1	-1
100	Cc1nn(-c2ccccc2)c(N2CCCCC2)c1C=O	9
101	CCOc1cc(OCC)cc(C(=O)Nc2cccc(OC)c2)c1	2
102	Cc1ccc(S(=O)(=O)NC(Cc2ccccc2)C(=O)NCCc2c[nH]c3ccccc23)cc1 (stereo unspecified)	0
103	Cc1ccn2c(NC(=O)c3ccco3)c(-c3ccccc3)nc2c1	3
104	COC(=O)CN1C(=O)/C(=C/c2ccc(OCc3ccccc3Cl)c(OC)c2)SC1=S	0
105	Cc1ccc(NC(=O)C2CC=CCC2C(=O)O)c(C)c1 (stereo unspecified)	-1
106	CCc1c(C)sc(NC(=O)c2ccccc2F)c1C#N	2
107	COc1cc(NC(=O)c2ccc(F)cc2)cc([N+](=O)[O-])c1	2
108	Cc1cc(=O)oc2cc(OCc3ccc(F)cc3)c(Cl)cc12	0
109	COc1ccc(C(=O)N2CCN(C(=O)c3cccc(Cl)c3)CC2)cc1	-2
110	CCN(CC)c1ccc(N=Cc2ccc3ccccc3c2)cc1	-4
111	CCOC(=O)c1c(NC(=O)c2cc([N+](=O)[O-])ccc2Cl)sc2c1CCC2	4
112	CC1(C)CC(NC(=S)Nc2cccc(Cl)c2)CC(C)(C)N1	-3
113	COc1ccc(N(Cc2ccc(C(=O)NCc3ccccc3OC)cc2)S(=O)(=O)c2ccccc2)cc1	1
114	Cc1ccc(OCC(O)CN2C(C)(C)CC(O)CC2(C)C)c(C)c1 (stereo unspecified)	-3
115	O=C1CC(c2ccccc2)CC2=C1C(c1ccc(Cl)c([N+](=O)[O-])c1)Nc1ccccc1N2 (stereo unspecified)	100*
116	CC(C)c1ccc(/C=C(\NC(=O)c2ccccc2)C(=O)NCCN2CCOCC2)cc1	-1
117	N#C/C(=C/C=C/c1ccccc1)c1nc(-c2cc3c(ccc4ccccc43)oc2=O)cs1	21
118	COc1ccccc1N(CC(=O)Nc1ccc(Br)cc1)S(=O)(=O)c1ccccc1	8
119	COc1ccc(CNCc2ccc([N+](=O)[O-])cc2)cc1	-1
120	c1ccc2c(N3CCCCC3)c3ccccc3nc2c1	-2
121	Oc1ccc(/C=N\Nc2cc(N3CCOCC3)nc(N3CCOCC3)n2)c(O)c1	16
122	COc1cccc(/C=C/C(=O)c2ccc(C)cc2)c1OC	-9
123	O=C1NC(=O)N(c2ccc(Cl)cc2)C(=O)/C1=C\c1ccc(-c2ccc([N+](=O)[O-])cc2)o1	11
124	O=C(O)c1ccc(N2CCC(c3ccccc3)=N2)cc1	3
125	COc1ccccc1NC(=O)c1ccccc1-c1ccccc1C(=O)O	2

# Structural class: the entries above containing two or more sulfur atoms.
no.	compound	ER stress surv
35	CSc1ccc(S(=O)(=O)N(CC(=O)Nc2ccc(Cl)cc2)c2ccc(C)cc2)cc1	1
53	COc1ccc([N+](=O)[O-])cc1/C=C1/SC(=S)N(CC(=O)O)C1=O	-7
67	CC1=CC(C)(C)N(C(=O)CSc2nc3ccccc3s2)c2cc(C)ccc21	8
71	C=C(C)CNC(=S)Nc1sc(CC)cc1C(=O)OCC	5
104	COC(=O)CN1C(=O)/C(=C/c2ccc(OCc3ccccc3Cl)c(OC)c2)SC1=S	0

# (listing goes on)
no.	compound	ER stress surv
126	CCOC(=O)c1c(N)nc(C)n1-c1ccc(OC)cc1	-7
127	O=C(Oc1ccc(Cl)c(Cl)c1)c1ccc([N+](=O)[O-])cc1	5
128	COc1ccc(-c2cc(=O)n3[nH]c(-c4ccc(Br)cc4)cc3n2)cc1	6
129	CC1=C(c2ccccc2)[N+](=O)C(C)(c2ccc(C)cc2)N1[O-] (stereo unspecified)	-1
130	CCN(CC)CCCCCCOc1ccc(C)c(C)c1	-2
131	COCCCNC(=O)c1cc(C(=O)OC)cc([N+](=O)[O-])c1	6
132	N/C(=N\OC(=O)c1ccc(Br)cc1)c1ccc([N+](=O)[O-])cc1	-5
133	COc1cc(/C=N/N2C(=O)CSC2=S)ccc1OCCOc1ccc(C)c(C)c1	4
